VEEV TC-83 Vero – inhibitors of VEEV TC-83 cytopathic effect, confirmation, Vero cells (AID 588727); Vero cells, VEEV TC-83 cytopathic effect inhibition; higher % means a stronger effect; inhibition, % at 20 µM, or IC50 in µM where a hit was titrated; actives 0.13% (n = 350,000); in the data active = a potency from the dose series; also: strong numbers were not always called active
Active calls of the source: *; i = inactive. An excerpt; the hit share may differ from the screen's.

| no. | Structure | VEEV TC-83 Vero |
| --- | --- | --- |
| 1 | O=C(NCc1ccccc1)/C(=C\c1cccc([N+](=O)[O-])c1)NC(=O)c1ccco1 | 0.6% |
| 2 | COC(=O)[C@H]1C[C@@]2(O)CN(S(=O)(=O)c3ccc(C)cc3)C[C@@]2(OC(=O)NC2CC2)C[C@H]1C(=O)OC | 2.9% |
| 3 | C[C@]12CC[C@H](O)CC1=CCC1C2CC[C@@]2(C)C1CC[C@@H]2NCc1ccccc1 (stereo partly drawn) | i |
| 4 | Cc1ncoc1C(=O)NCC1=C(c2ccc(S(C)(=O)=O)cc2)C[C@@H]2CC[C@H]1N2Cc1ccco1 | i |
| 5 | C[C@@H]1CN([C@@H](C)CO)C(=O)CCCn2nncc2CO[C@H]1CN(C)Cc1cccnc1 | i |
| 6 | Cn1cccc1CN1CCC[C@]2(N[C@H](c3ccccc3)[C@@H]3C(=O)N(Cc4ccccc4)C(=O)[C@@H]32)C1=O | 0.2% |
| 7 | CC(C)CC1C(=O)N(Cc2cn(CCC3OCCO3)nn2)CCS(=O)(=O)N1Cc1ccc(-c2ccccc2)cc1 (stereo not drawn) | 3.4% |
| 8 | O=C(OCc1cn([C@@H]2CN(C(=O)c3cccs3)[C@@H](c3ccc(Cl)cc3)C[C@H]2O)nn1)c1ccccc1 | 4.7% |
| 9 | c1cncc(C2SCCCS2)c1 | 3.6% |
| 10 | O=C(COC(=O)/C=C/c1ccc(Cl)cc1)NCc1cccs1 | 2.4% |

Part of the list above in another layout.
6: Cn1cccc1CN1CCC[C@]2(N[C@H](c3ccccc3)[C@@H]3C(=O)N(Cc4ccccc4)C(=O)[C@@H]32)C1=O
  VEEV TC-83 Vero = 0.2%
7: CC(C)CC1C(=O)N(Cc2cn(CCC3OCCO3)nn2)CCS(=O)(=O)N1Cc1ccc(-c2ccccc2)cc1 (stereo not drawn)
  VEEV TC-83 Vero = 3.4%
8: O=C(OCc1cn([C@@H]2CN(C(=O)c3cccs3)[C@@H](c3ccc(Cl)cc3)C[C@H]2O)nn1)c1ccccc1
  VEEV TC-83 Vero = 4.7%
9: c1cncc(C2SCCCS2)c1
  VEEV TC-83 Vero = 3.6%

The listing picks up; the two compounds before the break are reprinted first.
| no. | Structure | VEEV TC-83 Vero |
| --- | --- | --- |
| 9 | c1cncc(C2SCCCS2)c1 | 3.6% |
| 10 | O=C(COC(=O)/C=C/c1ccc(Cl)cc1)NCc1cccs1 | 2.4% |
| 11 | CC1(C)CC(=O)C=C(c2ccc(COC(=O)/C=C/c3ccccc3)cc2)C1=O | 3.3% |
| 12 | CN1C(=O)[C@H]2[C@@H](c3ccc(C(F)(F)F)cc3)N[C@]3(CCCN(Cc4ccco4)C3=O)[C@H]2C1=O | i |
| 13 | CCCCc1ccc(-c2nn[nH]n2)nc1 | i |
| 14 | Cc1cn([C@H]2C[C@H](O)[C@@H](CNCc3cccc(OC4CCCC4)c3)O2)c(=O)[nH]c1=O | 0.5% |
| 15 | COc1ccc(-c2ccc(CN3C(C(C)C)C(=O)N(Cc4cn(CCC5OCCO5)nn4)CCS3(=O)=O)cc2)cc1 (stereo not drawn) | 3.3% |
| 16 | C[C@@H]1ON(C)[C@H]2C[C@H]3c4[nH]c5ccccc5c4CCN3C[C@@H]12 | i |
| 17 | C[C@@H]1CN([C@H](C)CO)C(=O)c2cc(Br)cnc2O[C@@H]1CN(C)C(=O)c1ccccc1 | i |
| 18 | O=C(Cn1cnc([N+](=O)[O-])c1)Nc1ccc(Cl)cc1Cl | i |
| 19 | CN(C)C(=O)N1CCc2ccc([N+](=O)[O-])cc21 | 0.3% |
| 20 | O=C(OCc1cn([C@H]2C[C@H](c3ccccc3)N(C(=O)c3cccs3)C[C@@H]2O)nn1)c1ccccc1 | 3.3% |

| no. | Structure | VEEV TC-83 Vero |
| --- | --- | --- |
| 21 | O=C(CNC(=O)c1cccc(-n2cccc2)c1)Nc1ccccc1Br | 1.3% |
| 22 | COc1ccc(-n2c(=O)c3c4c(sc3n(CC(=O)NCC3CCCO3)c2=O)CN(C(C)=O)CC4)cc1OC (stereo not drawn) | i |
| 23 | O=C(COC(=O)CSc1ccc(F)cc1)NC1CC1 | i |
| 24 | O=C(COc1cccc(F)c1)Nc1nc(-c2ccccn2)cs1 | 2.7% |
| 25 | CCOC(=O)N(C)C[C@@H]1OCc2ccccc2-c2c(n(C)c3ccccc23)C(=O)N([C@H](C)CO)C[C@H]1C | 0.9% |
| 26 | CCCCN1C(=O)C(CC(=O)NCCc2ccccn2)CC(C(=O)N2CCOCC2)=C1C (stereo not drawn) | 1.5% |
| 27 | CCOc1cc(N2CCOCC2)c(OCC)cc1NS(=O)(=O)c1ccc2c(c1)CC(=O)N2 | 0.4% |
| 28 | COc1ncnc2c1ncn2CCCNC1CCN(Cc2ccccc2)CC1 | 0.0% |
| 29 | C[C@H](O)[C@@H]1CN2CCc3c([nH]c4ccccc34)[C@@H]2C[C@@H]1N(C)C(=O)Nc1cc(Cl)cc(Cl)c1 | 8.3% |
| 30 | NNc1ccc([N+](=O)[O-])c2[nH][nH]c(=O)c12 | 0.2% |

| no. | Structure | VEEV TC-83 Vero |
| --- | --- | --- |
| 31 | O=C(Oc1ccc[nH]c1=O)c1ccccc1 | 5.6% |
| 32 | CCOc1ccc(Oc2ccc(NS(=O)(=O)c3ccc(CCC(=O)O)cc3)cc2)cc1 | 2.0% |
| 33 | Cc1c(-c2ccccc2)n(O)[n+]([O-])c1-c1ccccc1 | 1.1% |
| 34 | O=C(c1ccc(CS(=O)Cc2cccc(Cl)c2)o1)N1CCN(c2ccc(F)cc2)CC1 (stereo not drawn) | 2.1% |
| 35 | COc1ccc(CN2C(=O)C(CC(=O)NC3CCCCC3)CC(C(=O)N(C)C)=C2C)cc1 (stereo not drawn) | 0.3% |
| 36 | Cc1ccc(NS(=O)(=O)c2ccc(-n3cccn3)cc2)c(Br)c1 | i |
| 37 | Cc1ccc(S(=O)(=O)N(C)C[C@H]2Oc3cc(C#CC4CCCC4)ccc3S(=O)(=O)N([C@H](C)CO)C[C@H]2C)cc1 | 0.6% |
| 38 | CCCc1cc(=O)oc2cc(OCC(=O)NCCN3CCOCC3)c(Cl)cc12 | 2.9% |
| 39 | COc1cc(/C=C2/SC(=S)N(CCC(=O)N3CCN(C)CC3)C2=O)cc(OC)c1OC | 23% |
| 40 | CC(C(=O)OCC(=O)Nc1ccccc1OC(F)F)N1C(=O)C2CC=CCC2C1=O (stereo not drawn) | 0.6% |

Copied from the list:
VEEV TC-83 Vero with Cc1ccc(S(=O)(=O)N(C)C[C@H]2Oc3cc(C#CC4CCCC4)ccc3S(=O)(=O)N([C@H](C)CO)C[C@H]2C)cc1 is entered as 0.6%
VEEV TC-83 Vero with CCCc1cc(=O)oc2cc(OCC(=O)NCCN3CCOCC3)c(Cl)cc12 is entered as 2.9%

(list continues)
| no. | Structure | VEEV TC-83 Vero |
| --- | --- | --- |
| 41 | Cc1ccc(OCc2cc(C(=O)N(C)Cc3cnn(C)c3)no2)cc1C | 1.3% |
| 42 | CCCN1C(=O)C(=O)N(CC(=O)N2c3ccccc3NC(=O)CC2C)C1=O (stereo not drawn) | 0.5% |
| 43 | COc1ccc(S(=O)(=O)N2C[C@H]3CON(C)[C@H]3C[C@H]2c2ccc(-c3cc4ccccc4o3)cc2)cc1 | 1.5% |
| 44 | O=C(NC1CC1)c1cccc2c1C(=O)c1ccc(N3CCC(N4CCCCC4)CC3)cc1S2(=O)=O | 0.7% |
| 45 | C[C@@H]1CN([C@@H](C)CO)C(=O)CCCn2cc(nn2)CO[C@H]1CN(C)S(=O)(=O)c1ccc2c(c1)OCCCO2 | 0.5% |
| 46 | CCCc1c(C(=O)N/N=C/C=C/c2ccccc2)nnn1-c1nonc1N | 0.3% |
| 47 | C[C@H]1CN([C@@H](C)CO)C(=O)c2cc(-c3cccc(F)c3)cnc2O[C@H]1CN(C)C(=O)c1cnccn1 | 0.1% |
| 48 | CC1C(=O)N(Cc2cn(CC3CCCCC3)nn2)CCS(=O)(=O)N1Cc1ccc(-c2ccc(Cl)cc2)cc1 (stereo not drawn) | 0.5% |
| 49 | O=C1c2ccccc2C(=Cc2cccnc2)c2ccccc21 | 0.9% |
| 50 | Nc1ccc(S(=O)(=O)Nc2nccc(/C=C/c3cccc([N+](=O)[O-])c3)n2)cc1 | 1.9% |

| no. | Structure | VEEV TC-83 Vero |
| --- | --- | --- |
| 51 | NC(=O)c1ccc(NC(=O)COC(=O)CCC2CCCC2)cc1 | 2.1% |
| 52 | CCCCN1C(=O)C(CC(=O)NC2CC2)CC(C(=O)N2CCOCC2)=C1C (stereo not drawn) | 0.6% |
| 53 | COc1ccc(NC(=O)N(C)[C@H]2C[C@H]3c4[nH]c5ccc(-c6cccc(C)c6)cc5c4CCN3C[C@H]2[C@H](C)O)cc1 | 0.2% |
| 54 | COc1cc(S(=O)(=O)N2CCN(C(=O)c3cccs3)CC2)ccc1NC(C)=O | i |
| 55 | Cc1cccc(C)c1NC(=O)CN1CCN(C(=O)CCC(=O)N2CCC(c3ccccc3)=N2)CC1 | 0.1% |
| 56 | CCN(CC)C(=O)C1=C(C)N(Cc2ccc(F)cc2)C(=O)C(CC(=O)NCCN2CCOCC2)C1 (stereo not drawn) | 1.1% |
| 57 | COc1ccccc1NS(=O)(=O)c1cc(N/C(=N/S(=O)(=O)c2ccccc2)c2ccc(F)cc2)ccc1Cl | 4.8% |
| 58 | Cc1ccc(NC(=O)c2cc(S(=O)(=O)NCC3CCCO3)ccc2F)cc1 (stereo not drawn) | 1.3% |
| 59 | c1ccc2c(C3OCC4(CCCC4)CO3)cccc2c1 | i |
| 60 | COC(=O)[C@H]1C[C@H](OC(=O)NCc2ccccc2F)[C@@]2(O)CN(S(=O)(=O)c3ccc(C)cc3)CC2[C@H]1C(=O)OC (stereo partly drawn) | 0.0% |

| no. | Structure | VEEV TC-83 Vero |
| --- | --- | --- |
| 61 | CCOC(=O)CCCCCC(=O)Nc1ccc2c(c1)C(=O)N([C@@H](C)CO)C[C@H](C)[C@H](CN(C)C(=O)Nc1ccc(C(F)(F)F)cc1)OCCCC[C@H](C)O2 | 0.8% |
| 62 | Cc1ccc(C)c(N2N=C(C(=O)OCc3nnc(-c4ccccc4Br)o3)CCC2=O)c1 | i |
| 63 | Cc1c(C(=O)NNC(=O)c2ccccc2O)oc2ccccc12 | 3.9% |
| 64 | C[C@@H]1CCCCO[C@H](CN(C)C(=O)c2ccccc2)[C@@H](C)CN([C@H](C)CO)C(=O)c2cc(NC(=O)c3ccncc3)ccc2O1 | 3.1% |
| 65 | CCCCN1C(=O)C(CC(=O)NCc2cccs2)CC(C(=O)N(C(C)C)C(C)C)=C1C (stereo not drawn) | 0.3% |
| 66 | COc1cccc(NC(=O)Nc2ccc(F)cc2)c1 | 1.9% |
| 67 | CCN(Cc1cnn(C)c1)C(=O)c1ccc2nc(Cc3ccccc3F)oc2c1 | 3.4% |
| 68 | C/C(=N/NC(=O)c1nnn(-c2nonc2N)c1CSc1ccc(C)cc1)c1ccncc1 | 0.4% |
| 69 | C[C@H]1Cn2cnc(C(=O)Nc3cccc(Cl)c3)c2C(=O)N1 | 3.4% |
| 70 | COc1ccc(NC(=O)C[C@H]2C(=O)N(CCc3ccccc3)C[C@@H]2C)cc1 | 2.2% |

| no. | Structure | VEEV TC-83 Vero |
| --- | --- | --- |
| 71 | CC(C)Cc1nnc(NC(=O)c2ccc(-n3cncn3)c([N+](=O)[O-])c2)s1 | 2.5% |
| 72 | C[C@@H]1Cn2cnc(C(=O)Nc3ccccc3)c2C(=O)N1 | 0.9% |
| 73 | NS(=O)(=O)c1ccc(NCc2cnc3ccccc3c2)cc1 | i |
| 74 | C[C@@H](CO)NC(=O)c1nc[nH]c1C(=O)N[C@H](C)c1ccccc1 | 0.6% |
| 75 | COc1ccc(OC)c(NS(=O)(=O)c2ccc(-n3cccn3)cc2)c1 | 0.2% |
| 76 | NS(=O)(=O)c1ccc(S(=O)(=O)N2CCCC(c3ccccc3)C2)cc1 (stereo not drawn) | i |
| 77 | COc1cccc(C2=NN(C(=O)C3CC3)C(O)(C(F)(F)F)C2)c1 (stereo not drawn) | i |
| 78 | O=C(CC1CCCC1)N1CCN(S(=O)(=O)c2cccc(Br)c2)CC1 | 1.8% |
| 79 | O=C(CCCn1c(=S)[nH]c2ccsc2c1=O)Nc1ccc(F)cc1 | 1.6% |
| 80 | COc1cccc(CNS(=O)(=O)c2cc(Br)ccc2Br)c1 | 0.1% |

| no. | Structure | VEEV TC-83 Vero |
| --- | --- | --- |
| 81 | CSC[C@H]1CN(c2ccc(Br)cc2)C(=O)[C@@H]1CC(=O)Nc1ccccc1 | i |
| 82 | CN(CCC#N)c1ccc(C=C(C#N)c2ccc(Br)cc2)cc1 | 3.2% |
| 83 | Cc1ccc(S(=O)(=O)N2CCCC(C(=O)NCCc3ccc(Cl)cc3)C2)cc1 (stereo not drawn) | 2.1% |
| 84 | CCC(=O)N(C)C[C@H]1Oc2cc(Br)ccc2S(=O)(=O)N([C@@H](C)CO)C[C@H]1C | 1.2% |
| 85 | Cc1onc(-c2c(F)cccc2Cl)c1C(=O)OCC(=O)N(C)c1ccccc1 | 2.2% |
| 86 | Clc1ccc(-c2nc3ccc(Cl)cn3c2Cc2ccccc2)cc1 | 3.7% |
| 87 | O=C(NCc1ccccc1)c1ccc(CS(=O)Cc2cccc(Cl)c2)o1 (stereo not drawn) | 2.2% |
| 88 | CC(C)(C)NC(=S)N1Cc2ccccc2-n2nncc2C1 | i |
| 89 | O=C(COC(=O)c1cccc(F)c1)Nc1cccc(S(=O)(=O)N2CCOCC2)c1 | 1.2% |

4 entries from above, field by field:
85	Cc1onc(-c2c(F)cccc2Cl)c1C(=O)OCC(=O)N(C)c1ccccc1
  VEEV TC-83 Vero: 2.2%

88	CC(C)(C)NC(=S)N1Cc2ccccc2-n2nncc2C1
  VEEV TC-83 Vero: i

84	CCC(=O)N(C)C[C@H]1Oc2cc(Br)ccc2S(=O)(=O)N([C@@H](C)CO)C[C@H]1C
  VEEV TC-83 Vero: 1.2%

81	CSC[C@H]1CN(c2ccc(Br)cc2)C(=O)[C@@H]1CC(=O)Nc1ccccc1
  VEEV TC-83 Vero: i

From PubChem BioAssay
